Assay outcomes deposited in PubChem BioAssay by several laboratories.
CIT2 TOR yeast = modulators of TOR pathway CIT2-GFP in S. cerevisiae; 320,000 tested, 0.065% active; AID 2029; GFP response vs DMSO, % at 10 µM; S. cerevisiae CIT2-GFP strain, flow cytometry, 3 h; 100 means same as DMSO wells;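 active means GFP response relative to DMSO above a set limit, near the screen mean plus 3 SD, cut at about 150% in these data; inconclusive means Fewer than 70 cells measured for a yeast strain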;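 further: ratio of well median GFP fluorescence to mean of DMSO wells on the plate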
MEP2 TOR yeast = modulators of TOR pathway MEP2-GFP in S. cerevisiae; S. cerevisiae MEP2-GFP strain, flow cytometry GFP, 3 h; 100% = DMSO control level; GFP response vs DMSO, % at 10 µM; 330,000 tested, 0.51% active; AID 2016;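 active means GFP response versus DMSO above a set limit, roughly screen mean plus 3 SD, cut at about 180% in these data; inconclusive means fewer than 70 cells counted for a yeast strain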;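 further: median GFP fluorescence of the barcode-gated MEP2-GFP cells per well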
GASC-1 inh = inhibitors of human GASC-1 (JMJD2C) demethylase; Q9H3R0; 330,000 tested, 0.069% active; GST-JMJD2C(1-420) H3K9me3 demethylation, DELFIA europium; inhibition, % at 2.35 µM;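 active means more than half of a compound's replicate wells show inhibition beyond 50%, single wells judged on their own value; inconclusive means some, but no more than half, of replicates pass 50% inhibition; inactive means no replicate passes 50% inhibition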;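 further: signal counts dimethyl H3K9 product captured on neutravidin plate; 0% = median of DMSO wells and 100% = 0.3 times that DMSO median; strong numbers were not always called active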
AGP1 TOR yeast = yeast TOR pathway AGP1-GFP modulation; S. cerevisiae AGP1-GFP multiplex flow cytometry, 3 h; GFP as percent of DMSO wells; 320,000 tested, 0.02% active; GFP response vs DMSO, % at 10 µM;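 active means GFP response relative to DMSO above a set limit, near screen average plus 3 SD, cut at about 150% in these data; inconclusive means fewer than 70 cells counted for the yeast strain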;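 further: median GFP channel fluorescence of the gated AGP1 strain per well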
GRK2 aptamer HTS = inhibitors of human GRK2 displacing RNA aptamer | inhibition of aptamer binding, % at 10 µM | P25098 | 330,000 tested, 0.59% active | bead flow cytometry, FAM-aptamer displacement from GRK2;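 active means inhibition of aptamer binding above 40%, roughly 3 SD of noise, on plates passing a quality check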;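 further: median bead fluorescence of bound FAM aptamer so fluorescent compounds give negative values; no value below 0 was filed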
RPL19A-GFP yeast = alters RPL19A-GFP fluorescence in TOR pathway yeast screen; S. cerevisiae RPL19A-GFP strain, flow cytometry, 3 h; hits give low values; percent response vs DMSO, % at 10 µM; 330,000 tested, 0.3% active;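 active means percent response vs DMSO below 50%; inconclusive means fewer than 70 events counted for the yeast strain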;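 further: median channel GFP fluorescence of the barcoded RPL19A-GFP strain; ratio of sample median GFP to plate DMSO average so 100% = DMSO; lower means less RPL19A-GFP as with rapamycin TOR inhibition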
VLA-4 inh = inhibition in a human VLA-4 binding assay. P13612. VLA-4 expressing cells, ligand binding flow cytometry. inhibition, % (about 7 µM as worked out from the volumes in the protocol). 330,000 tested, 0.2% active; in the data active means inhibition above about 50%
Target sequence (P13612 whole entry, looked up): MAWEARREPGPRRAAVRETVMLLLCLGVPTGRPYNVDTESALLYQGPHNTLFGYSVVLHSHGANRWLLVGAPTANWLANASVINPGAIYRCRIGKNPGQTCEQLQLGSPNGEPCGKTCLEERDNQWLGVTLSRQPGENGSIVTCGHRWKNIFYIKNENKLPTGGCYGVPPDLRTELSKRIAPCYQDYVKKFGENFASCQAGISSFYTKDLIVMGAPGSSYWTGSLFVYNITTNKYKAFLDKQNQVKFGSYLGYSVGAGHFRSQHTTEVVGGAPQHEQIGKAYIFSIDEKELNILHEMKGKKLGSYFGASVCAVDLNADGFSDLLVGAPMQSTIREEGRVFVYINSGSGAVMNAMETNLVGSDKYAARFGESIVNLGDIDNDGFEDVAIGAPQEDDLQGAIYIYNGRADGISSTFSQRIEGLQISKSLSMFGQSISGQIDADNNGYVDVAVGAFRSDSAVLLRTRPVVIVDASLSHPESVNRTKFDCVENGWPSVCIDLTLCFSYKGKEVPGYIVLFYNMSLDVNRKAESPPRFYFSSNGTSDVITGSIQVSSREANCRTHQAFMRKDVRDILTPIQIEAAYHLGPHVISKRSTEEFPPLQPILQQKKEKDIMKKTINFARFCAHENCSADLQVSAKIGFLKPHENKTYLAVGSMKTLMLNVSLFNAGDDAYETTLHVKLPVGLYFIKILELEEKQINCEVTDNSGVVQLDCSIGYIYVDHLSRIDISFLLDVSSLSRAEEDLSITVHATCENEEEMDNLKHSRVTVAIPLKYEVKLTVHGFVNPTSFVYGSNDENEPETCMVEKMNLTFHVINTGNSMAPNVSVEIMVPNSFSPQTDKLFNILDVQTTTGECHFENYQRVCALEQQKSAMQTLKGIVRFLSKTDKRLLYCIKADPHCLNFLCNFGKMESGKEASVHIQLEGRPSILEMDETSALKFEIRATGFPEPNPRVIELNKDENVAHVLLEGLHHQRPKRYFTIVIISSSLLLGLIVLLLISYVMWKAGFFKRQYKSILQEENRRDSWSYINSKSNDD
LAP4 TOR yeast = yeast TOR pathway LAP4-GFP modulation | S. cerevisiae LAP4-GFP multiplex, flow cytometry GFP, 3 h; median GFP as percent of DMSO wells | GFP response vs DMSO, % at 10 µM | 320,000 tested, 0.34% active;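 active means GFP response vs DMSO above a set limit, about the screen mean plus 3 SD, cut at about 150% in these data; inconclusive means under 70 cell events counted for the yeast strain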
Numbers without * were called inactive; ? = inconclusive; · = no result given; [ ] = another dose, or the depositor's remark.

Short forms: A = CIT2 TOR yeast; B = MEP2 TOR yeast; C = GASC-1 inh; D = AGP1 TOR yeast; E = GRK2 aptamer HTS; F = RPL19A-GFP yeast; G = VLA-4 inh; H = LAP4 TOR yeast
COc1ccc(/C=C(\NC(=O)c2ccc([N+](=O)[O-])cc2)C(=O)NCCCN2CCOCC2)cc1
  A = 93; B = 110; C = 4; D = 96; E = 0; F = 96; G = 7; H = 85
COc1cccc(C2C(C#N)=C(N)OC3=C2C(=O)CC(c2ccco2)C3)c1OCc1ccc(F)cc1 (stereo unspecified)
  A = 83; B = 101; C = -4; D = 94; E = 3; F = 98; G = 3; H = 94
O=C1NCCN(Cc2ccc(Cl)c(F)c2)C1CC(=O)N1CCCCO1 (stereo unspecified)
  A = 107; B = 108; C = -6; D = 103; E = 0; F = 105; G = -13; H = 99
COc1ccc(N(C(=O)c2ccco2)C(C(=O)NC2CCCC2)c2ccccc2)cc1 (stereo unspecified)
  A = 103; B = 97; C = 9; D = 90; E = 5; F = 96; G = 2; H = 98
Cc1ccc2nc(-c3ccc(NC(=O)Cc4cccs4)cc3)[nH]c2c1
  A = 94; B = 98; C = -4; D = 93; E = 0; F = 96; G = 15; H = 102
O=C(c1ccc(=O)[nH]c1)N1CCN(S(=O)(=O)c2ccccc2)CC1
  A = 92; B = 92; C = 11; D = 89; E = 3; F = 93; G = 10; H = 86
CCOc1ccc(NC(=O)Cc2ccccc2)cc1
  A = 106; B = 111; C = -3; D = 105; E = 2; F = 117; G = 4; H = 108
CCOC(=O)c1cc(NC(=O)N(C(C)C)C(C)C)c(C)nc1C
  A = 109; B = 107; C = -4; D = 96; E = 4; F = 101; G = -10; H = 110
COc1ccc(-c2n[nH]c(C)c2-c2cc(OC)ccc2O)cc1
  A = 99; B = 101; C = -5; D = 104; E = 0; F = 101; G = 7; H = 102
COC(=O)c1cccc(Cn2nc(C)c([N+](=O)[O-])c2C)c1
  A = 76; B = 100; C = -6; D = 89; E = 0; F = 95; G = -15; H = 108
Cc1[nH]ccc(=O)c1OCc1c(Cl)cccc1Cl
  A = 101; B = 100; C = 92; D = 103; E = 4; F = 100; G = 3; H = 101
CCOC(=O)/C(=C/c1ccc(Cl)cc1)NC(=O)c1ccco1
  A = 94; B = 86; C = -9; D = 86; E = 2; F = 97; G = -11; H = 82
COc1cc(C(=O)NCc2cn3ccccc3n2)cc(OC)c1OC
  A = 91; B = 94; C = -16; D = 93; E = 0; F = 92; G = -1; H = 92
O=C(c1cc([N+](=O)[O-])ccc1N1CCOCC1)N1CCOCC1
  A = 97; B = 94; C = 2; D = 99; E = 0; F = 99; G = -5; H = 101
O=C(CCN1C(=O)c2ccccc2C1=O)NCc1ccncc1
  A = 97; B = 94; C = -15; D = 97; E = 1; F = 96; G = 24; H = 95
COc1cc(C(=O)Nc2ccc3c(c2)CCCN3C(=O)c2ccco2)c([N+](=O)[O-])cc1OC
  A = 103; B = 96; C = 2; D = 102; E = 3; F = 97; G = 12; H = 95
COC(=O)c1ccccc1S(=O)(=O)N1CCC(C(=O)N2CCC2)CC1
  A = 96; B = 96; C = 17; D = 93; E = 0; F = 97; G = -8; H = 94
CCc1noc(C)c1C(=O)Nc1cc(S(=O)(=O)N(CC)CC)ccc1N1CCOCC1
  A = 95; B = 97; C = 11; D = 108; E = 1; F = 95; G = 33; H = 94
COCc1nnc(NC(=O)c2ccc3c(c2)OCO3)s1
  A = 95; B = 94; C = -18; D = 106; E = 0; F = 103; G = 15; H = 112
COCCNC(=O)c1c(N)n(/N=C/c2ccc(F)cc2)c2nc3ccccc3nc12
  A = ·; B = 106; C = -5; D = ·; E = 0; F = 101; G = -10; H = ·
COc1cccc(SCc2noc(C(=O)NCc3ccccc3)c2C(=O)NCc2ccccc2)c1
  A = 86; B = 91; C = 3; D = 86; E = 0; F = 99; G = -7; H = 103
CCc1ccc(NC(=O)c2noc3c2CCCCC3)cc1
  A = 96; B = 103; C = 1; D = 94; E = 0; F = 98; G = 25; H = 100
COc1ccccc1CNS(=O)(=O)c1ccc(Br)s1
  A = 100; B = 102; C = -11; D = 102; E = ·; F = 103; G = -7; H = 82
Cc1cccc(C)c1NC(=O)CN1C(=O)C(C)Oc2ccccc21 (stereo unspecified)
  A = 107; B = 102; C = -6; D = 104; E = 0; F = 100; G = 17; H = 101
Cc1nn(C(C)(C)C)c(OC(=O)c2cccs2)c1S(=O)(=O)c1ccccc1
  A = 102; B = 104; C = -9; D = 105; E = 1; F = 103; G = -2; H = 99
Cc1nc2nc(C)c(CCC(=O)NCCC3=CCCCC3)c(C)n2n1
  A = 102; B = 95; C = -1; D = 101; E = 0; F = 104; G = -2; H = 103
Cc1ccc(Sc2cc(C(=O)NCCCN(C)C)c3ccccc3n2)cc1
  A = 101; B = 101; C = -17; D = 90; E = 0; F = 101; G = 18; H = 86
CCOC(=O)c1cnc(SCC(=O)Nc2cccc(OC)c2)nc1N
  A = 102; B = 91; C = 1; D = 105; E = 0; F = 98; G = -2; H = 99
Cc1ccc(N=Cc2cc3c(cc2O)OC(N)=C(C#N)C3c2ccccc2)cc1 (stereo unspecified)
  A = 129; B = 132; C = 3; D = 102; E = 1; F = 109; G = 10; H = 107
CCCCC(=O)Nc1nnn(CCC)n1
  A = 104; B = 98; C = -17; D = 99; E = 11; F = 96; G = -19; H = 93

Copied from the list.
`CCOC(=O)c1cnc(SCC(=O)Nc2cccc(OC)c2)nc1N` in AGP1 TOR yeast → 105
`Cc1nn(C(C)(C)C)c(OC(=O)c2cccs2)c1S(=O)(=O)c1ccccc1` in AGP1 TOR yeast → 105
`Cc1ccc(N=Cc2cc3c(cc2O)OC(N)=C(C#N)C3c2ccccc2)cc1` (stereo unspecified) in VLA-4 inh → 10

Continuation.
Short forms: A = CIT2 TOR yeast; B = MEP2 TOR yeast; C = GASC-1 inh; D = AGP1 TOR yeast; E = GRK2 aptamer HTS; F = RPL19A-GFP yeast; G = VLA-4 inh; H = LAP4 TOR yeast
Cc1cccc(COc2coc(CN3CCN(C(=O)c4ccco4)CC3)cc2=O)c1
  A = 106; B = 100; C = 8; D = 112; E = 2; F = 96; G = 6; H = 103
CC1(C)Cc2c(c(N3CCOCC3)nc3sc4c(NCC5CCCO5)nnnc4c23)CS1 (stereo unspecified)
  A = 85; B = 93; C = -14; D = 92; E = 0; F = 90; G = -1; H = 109
O=C(CCCn1c(=O)[nH]c2ccc(Br)cc2c1=O)NCc1ccc(Cl)cc1
  A = 90; B = 94; C = 2; D = 96; E = 3; F = 100; G = -1; H = 102
CC(=O)NCCc1nc2ccccc2n1CCOc1ccccc1C
  A = 104; B = 99; C = 3; D = 106; E = 3; F = 106; G = 2; H = 105
Clc1cccc(C[n+]2cc(-c3ccccc3)n3c2CCC3)c1
  A = 95; B = 105; C = -10; D = 98; E = 0; F = 102; G = -1; H = 100
O=C(NCCCn1ccnc1)c1cc2ccccc2oc1=O
  A = 98; B = 98; C = -11; D = 95; E = 5; F = 104; G = 43; H = 84
CCOC(=O)N1CCN(C(=O)CCc2nc3sc4c(c3c(=O)[nH]2)CCCC4)CC1
  A = ?; B = ?; C = -2; D = ?; E = 0; F = 34*[may fluoresce violet]; G = -4; H = ?
Cc1cc(C)c(-c2cc(NC(=O)CSc3n[nH]c(N)n3)n(-c3ccccc3)n2)cc1C
  A = 103; B = 112; C = -4; D = 76; E = 0; F = 96; G = -6; H = 107
COc1ccc(-n2c(SCC(N)=O)nc3nc4c(cc3c2=O)COC(C)(C)C4)cc1
  A = 84; B = 91; C = -12; D = 92; E = 0; F = 94; G = 7; H = 88
Cc1nc2ccccc2n1/N=C/c1ccc([N+](=O)[O-])o1
  A = ?; B = 144[may fluoresce violet]; C = 0; D = 26[may fluoresce violet]; E = 2; F = 90[may fluoresce violet]; G = -15; H = 377*[may fluoresce violet]
O=c1[nH]c2ccc(S(=O)(=O)NCc3ccccn3)cc2s1
  A = 97; B = 104; C = -4; D = 104; E = 2; F = 105; G = 2; H = 95
CCc1cccc(C)c1NC(=O)COC(=O)c1cc([N+](=O)[O-])ccc1N1CCOCC1
  A = 102; B = 99; C = -2; D = 107; E = 3; F = 97; G = 3; H = 106
O=C(O)c1ccc(Cn2cc(Cl)cn2)cc1
  A = 94; B = 100; C = 68; D = 99; E = 0; F = 100; G = 0; H = 98
Cc1ccccc1Cn1c(CN2CCN(C(=O)c3ccco3)CC2)nc2c1c(=O)n(C)c(=O)n2C
  A = 101; B = 98; C = 10; D = 100; E = 1; F = 99; G = 17; H = 109
O=C(CCC(=O)Nc1ccc(F)cc1)N/N=C/c1ccccc1O
  A = 106; B = 104; C = -19; D = 102; E = 0; F = 110; G = 14; H = 94
O=C(Nc1ccccc1N1CCOCC1)C1CCN(S(=O)(=O)c2cccc(C(F)(F)F)c2)CC1
  A = 86; B = 86; C = 11; D = 82; E = 4; F = 91; G = -5; H = 77
CCOC(=O)[C@H](CCc1ccccc1)N[C@@H](C)C(=O)N1C(C(=O)O)C[C@@H]2CCC[C@@H]21 (stereo partly specified)
  A = 111; B = 95; C = 1; D = 92; E = 0; F = 97; G = -8; H = 105
Cc1ccc(N2C(=O)CC(Sc3nc(C)cc(C)n3)C2=O)cc1 (stereo unspecified)
  A = 76; B = 107; C = 4; D = 68; E = 1; F = 101; G = -2; H = 95
CCCCC(=O)Nc1cc(NC(=O)CC)ccc1Cl
  A = 103; B = 104; C = -183; D = ·; E = 2; F = 101; G = 1; H = 112
CC1CCCN(C(=S)SCC(=O)O)C1 (stereo unspecified)
  A = 100; B = 105; C = 8; D = 97; E = 7; F = 103; G = 8; H = 89
CCOC(=O)N1CCN(C(=O)c2ccc3c(SCC(=O)O)c4c(nc3c2)CCC4)CC1
  A = 122; B = 95; C = -4; D = 109; E = 2; F = 106; G = 6; H = 97
CCOc1ncccc1C(=O)OCCN1C(=O)c2ccccc2C1=O
  A = ?; B = 495*[may fluoresce violet]; C = -26; D = ·; E = 3; F = 29*[may fluoresce violet]; G = 9; H = 107[may fluoresce violet]
CS(=O)(=O)N(CC(=O)NC1CCCCCC1)Cc1ccccc1
  A = 96; B = 93; C = 6; D = 96; E = 4; F = 94; G = 18; H = 92

Laid out differently: entries from further up.
mol	CIT2 TOR yeast	MEP2 TOR yeast	GASC-1 inh	AGP1 TOR yeast	GRK2 aptamer HTS	RPL19A-GFP yeast	VLA-4 inh	LAP4 TOR yeast
O=C(Nc1ccccc1N1CCOCC1)C1CCN(S(=O)(=O)c2cccc(C(F)(F)F)c2)CC1	86	86	11	82	4	91	-5	77
CCOC(=O)[C@H](CCc1ccccc1)N[C@@H](C)C(=O)N1C(C(=O)O)C[C@@H]2CCC[C@@H]21 (stereo partly specified)	111	95	1	92	0	97	-8	105
Cc1ccc(N2C(=O)CC(Sc3nc(C)cc(C)n3)C2=O)cc1 (stereo unspecified)	76	107	4	68	1	101	-2	95
CCCCC(=O)Nc1cc(NC(=O)CC)ccc1Cl	103	104	-183	·	2	101	1	112
CC1CCCN(C(=S)SCC(=O)O)C1 (stereo unspecified)	100	105	8	97	7	103	8	89

Rows were taken by chance; 1.7% or so of the library scored in one or more.
